TDP1 block = inhibitors of human tyrosyl-DNA phosphodiesterase TDP1; Potency, µM (top dose mostly 130 µM), for the others: at the highest dose activity change, negative = inhibition, most hits filed as inhibitors; recombinant TDP1, AlphaScreen DNA substrate cleavage; Q9NUW8; 0.28% of 350,000 active; AID 485290; further: nearly all actives have a fitted effect of over 40% in size
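Enzyme-compound mixtures sat 15 min at room temperature, followed by a 5 min reaction with 15 nM final substrate and 10 min with AlphaScreen beads. Recombinant human Tdp1 was used at 1 nM final.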
DT40 TDP1 no CPT = qHTS for Inhibitors of human tyrosyl-DNA phosphodiesterase 1 (TDP1): qHTS in cells in absence of CPT; Potency, µM (highest dose often 46.2 µM), without a hit: top-dose activity change, negative = growth inhibition, usual class: inhibitors; DT40 Tdp1-/- hTDP1 cells, no CPT, ATP luminescence, 48 h; 15% of 420,000 active; further: nearly all actives have a fitted effect of over 55% in size
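DT40 Tdp1-/-;hTDP1 cells, no CPT (DMSO vehicle only), 400 cells/well; compounds pin-transferred; ≥48 hr, 37 °C; CellTiter-Glo 30 min RT dark, luminescence read.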
GCN5L2 inh = GCN5L2 (KAT2A) acetyltransferase inhibition; 0.21% of 390,000 active; Potency, µM (highest dose often 58.9 µM), without a hit: at the top dose activity change, negative = inhibition, hits mostly inhibitors; Q92830; GCN5L2 HAT assay, ThioGlo1 CoA-SH fluorescence
Target sequence (Q92830 whole entry, looked up): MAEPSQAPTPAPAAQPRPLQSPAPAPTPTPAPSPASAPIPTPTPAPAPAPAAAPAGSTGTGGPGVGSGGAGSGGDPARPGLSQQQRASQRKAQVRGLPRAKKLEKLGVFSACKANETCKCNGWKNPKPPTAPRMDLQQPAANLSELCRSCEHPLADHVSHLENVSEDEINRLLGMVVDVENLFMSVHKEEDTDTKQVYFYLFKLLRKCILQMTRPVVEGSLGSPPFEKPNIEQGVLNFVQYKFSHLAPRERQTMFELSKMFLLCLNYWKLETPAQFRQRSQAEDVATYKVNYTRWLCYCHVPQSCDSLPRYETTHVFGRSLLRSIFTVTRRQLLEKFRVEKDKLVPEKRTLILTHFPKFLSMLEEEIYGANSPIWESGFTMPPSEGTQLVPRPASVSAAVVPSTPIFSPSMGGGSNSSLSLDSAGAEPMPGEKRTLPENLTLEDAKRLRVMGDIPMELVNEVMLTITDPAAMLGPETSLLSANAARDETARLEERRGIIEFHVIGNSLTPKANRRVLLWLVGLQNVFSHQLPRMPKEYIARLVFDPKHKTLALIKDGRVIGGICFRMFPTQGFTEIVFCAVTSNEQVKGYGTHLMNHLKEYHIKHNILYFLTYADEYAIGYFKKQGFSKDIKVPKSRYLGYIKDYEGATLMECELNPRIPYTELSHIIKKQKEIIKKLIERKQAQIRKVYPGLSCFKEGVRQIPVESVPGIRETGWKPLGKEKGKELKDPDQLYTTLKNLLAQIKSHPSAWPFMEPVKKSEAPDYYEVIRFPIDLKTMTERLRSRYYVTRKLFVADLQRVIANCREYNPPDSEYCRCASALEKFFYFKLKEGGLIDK
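Free CoA generated was detected with ThioGlo1 (50uM) fluorescence at Ex340nm/Em540nm, read immediately and after 20 min at room temperature. Enzyme, 20 nM in HEPES pH 7.5 buffer, saw compounds 15 min before adding 75uM H3(1-25) peptide and 70uM acetyl-CoA.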
An asterisk follows results filed as active; ? = inconclusive; · = not tested or not shown; & = joins results of further samples; [ ] = another dose, or the depositor's remark. The call rests on the fitted dose curve; in most records, active means well fitted curve in the direction sought with a large enough effect; inconclusive means small, poorly fitted or top-dose-only effect, or another doubt; inactive means no such curve, though single readings can be large; an effect the other way counts as inactive or inconclusive. On the % scale 0 is the no-effect control and ±100 the full control effect; potency means the concentration at half of the fitted maximal effect.

SMILES | GCN5L2 inh | DT40 TDP1 no CPT | TDP1 block
CC(=O)N1CCOc2cc(S(=O)(=O)NCc3ccc(F)cc3)c(C)cc21 | 1%&1% | -19%&-2% | -6%
CCc1nn(C(CC)C(=O)NCc2ccc(F)cc2)c(=O)c2cc3occc3n12 (stereo unspecified) | -5% | -20% | 0%
COc1ccc(OC)c(Cc2nnc(CCC(=O)NCc3ccsc3)o2)c1 | 0% | -22% | -5%
CCCCc1ccc(/C=C2\C(=O)c3ccccc3C(O)=C2C(=O)OCC)cc1 | ? | · | 5%
CCOC(=O)C1=NNC2(CC(=O)N(c3cccc(C)c3)C2=O)C1 (stereo unspecified) | 12% | ? | 1%
CC(=O)Nc1ccc(CN2CCN(C3CCCCC3)C(CCO)C2)cc1 (stereo unspecified) | 3% | -3% | 6%
O=C(O)/C(=C\c1cccs1)Sc1nnc(-c2ccc(F)cc2)o1 | 0% | ? | 2%
CCN(CC)CCNC(=O)c1sc2ncccc2c1-n1cccc1 | -7% | 14% | 1%
O=C(NCCN1CCOCC1)/C(=C/c1ccc(F)cc1)NC(=O)c1ccccc1 | -5% | -12% | ·
O=C(OCc1c(-c2ccccc2)ncc2ccccc12)c1cccc(Br)c1 | -3% | ? | -3%
CC(=O)c1c(C)[nH]c(C(=O)CSc2nnc(C)s2)c1C | -4% | ? | 1%
Cc1ccc2[nH]c3c(c2c1)CN(C(C)C)CC3 | 1% | ? | ·
N=c1c(C(=O)NC2CCCCC2)cc2c(=O)n3ccccc3nc2n1CCc1ccccc1 | -4% | 21µM* | 13%
CNCc1ccccc1OCc1ccc(F)cc1 | -2% | ? | 0%
Cc1ccc(S(=O)(=O)N2CCOCC2)cc1C(=O)N1C(=O)c2cccc(N)c2C1=O | -4% | -15% | 0%
Cc1cccc(CN2C[C@]34CC[C@@H](C[C@@H]3S2(=O)=O)O4)c1 | ? | 11% | ·
CSc1ccc(CC2C(=O)Nc3ccccc32)cc1 (stereo unspecified) | -3% | 21µM* | 8%
CC(C)Oc1ccc(S(=O)(=O)N2CCOCC2)cc1NC(=O)C1CCCC1 | -3% | 1% | 0%
S=c1[nH]nc(-c2ccccc2)n1C1C=CCCC1 (stereo unspecified) | -3% | ? | -1%
N#C/C(=C\c1c(N2CCC(C(N)=O)CC2)nc2ccccn2c1=O)S(=O)(=O)c1ccc(Cl)cc1 | -5% | 3% | 3%

Full records from above.
N#C/C(=C\c1c(N2CCC(C(N)=O)CC2)nc2ccccn2c1=O)S(=O)(=O)c1ccc(Cl)cc1 across the screens: GCN5L2 inh: -5%; DT40 TDP1 no CPT: 3%; TDP1 block: 3%
CNCc1ccccc1OCc1ccc(F)cc1 across the screens: GCN5L2 inh: -2%; DT40 TDP1 no CPT: ?; TDP1 block: 0%
Cc1ccc(S(=O)(=O)N2CCOCC2)cc1C(=O)N1C(=O)c2cccc(N)c2C1=O across the screens: GCN5L2 inh: -4%; DT40 TDP1 no CPT: -15%; TDP1 block: 0%

(more compounds)
SMILES | GCN5L2 inh | DT40 TDP1 no CPT | TDP1 block
O=S(=O)(N1CCCCC1)N1CCN(S(=O)(=O)N2CCCCC2)CC1 | · | 14% | 7%
Nc1ccccc1NC(=O)CCn1c(=S)[nH]c2ccccc2c1=O | -1% | -15% | 1%
Cc1ccccc1OCCSc1nnc(-c2cccnc2)n1N | -18% | -10% | 0%
COc1ccccc1-n1nnnc1SCC(=O)Nc1cc(C)on1 | -1% | -27% | -2%
Cc1ccc(S(=O)(=O)N/N=C\C=C\c2ccccc2)cc1 | -22% | -1% | 3%
CCC(CC)c1nnc(NC(=O)[C@@H](NC(=O)c2cccc(C)c2)C(C)C)s1 | -8% | -6% | 5%
CN(C)CCC(O)(c1ccccc1)c1ccccc1 | -7% | -7% | 3%
CCOC(=O)Nc1ccc2c(c1)N(C(=O)CCN1CCOCC1)c1ccccc1S2=O (stereo unspecified) | -5% | 5.8µM* | -3%
Cc1ccc(CSc2nnc(Nc3ccc(C)cc3)s2)cc1 | ? | -3% | 2%
COc1ccc(C)cc1NC(=O)Cn1c(=O)oc2cc(S(=O)(=O)NCc3ccccc3)ccc21 | -5% | 15µM* | 4%
COc1ccc(CNC(=O)C(=O)NCC2CCCN2S(=O)(=O)c2ccccc2)cc1 (stereo unspecified) | -3% | ? | 3%
CCCCOC(=O)/C(=C/C=C/c1ccccc1)NC(=O)c1ccccc1 | -8% | ? | 0%
CCOc1ccc(S(=O)(=O)N2CCN(Cc3ccccc3)CC2)c2cccnc12 | -1% | -21% | 3%
CCOc1ccc2cc(/C=C/C(=O)c3ccco3)c(Cl)nc2c1 | -5% | 21µM* | 0%
CC1(C)Cc2nc(Cl)c(C(=O)O)cc2CO1 | -3% | 0% | 5%
CCc1cc(CC)c(/C=N/NC(N)=O)c(CC)c1/C=N/NC(N)=O | -1% | -28% | 5%
Nn1c(SCC(=O)Nc2ccc(F)cc2)nnc1C1CCCCC1 | -6% | -22% | 3%
O=C(CCN1C(=O)/C(=C/c2ccccc2)SC1=S)NCCCN1CCOCC1 | 0% | ? | 3%[0.0935 µM]
Cc1ncc(CN2CCCC(C(=O)Nc3ccc(-c4cccc(F)c4)cc3)C2)n1C (stereo unspecified) | 2% | ? | 6%
CCc1cc(C(=O)N(CC)CC(=O)Nc2ccc(OC)cc2)sc1C | -6% | -18% | 1%
COc1cccc(NC(=O)C2(S(=O)(=O)c3ccc(Cl)cc3)CC2)c1 | -14% | 3% | ·
O=C(CN1C(=O)/C(=C\c2ccc(F)cc2)Oc2ccccc21)NCc1ccco1 | -15% | -26% | 4%
CC(=O)Nc1cccc(-c2nc3ccc(NC(C)=O)cc3[nH]2)c1 | -11% | -9% | 6%
Cc1ccc(C(=O)NNC(=O)C2CCN(c3ncccn3)CC2)cc1 | -3% | 16% | 4%
O=C(Cn1nnc(-c2ccc(F)cc2)n1)OCC(=O)c1ccccc1 | -2% | -15% | 4%
Cn1c(C(O)C(O)c2ccccc2)nc2ccccc21 (stereo unspecified) | -11% | -27% | 3%
O=C(NC12CC3CC(CC(C3)C1)C2)C1=COCCO1 | -3% | -9% | 7%
Cc1c(Br)c(C(F)(F)F)nn1CC(=O)N1CCCC1 | · | 0% | 0%
CN1CCN(C(=O)c2cn(C)c3ccc(S(=O)(=O)N(C)C4CCCCC4)cc3c2=O)CC1 | -11% | -5% | 1%
CCN1CCC(NC(=O)Nc2ccc(F)cc2)CC1 | -2% | 2% | 5%
CC(SCc1ccc(C(=O)O)o1)c1ccc(C(=O)O)o1 (stereo unspecified) | -1% | 7% | ·
Cc1ccc(C)n1-c1ccc(N2CCOCC2)nc1 | -3% | ? | 11%
Cc1c(Cl)cccc1NC(=O)CN1C(=O)CSc2ncccc21 | -8% | · | 2%
CN1CCCN(C(=O)CNC(=O)c2ccccc2F)CC1 | -4% | ? | -1%
COc1cccc(C2C(C(C)=O)=C(C)Nc3ncnn32)c1 (stereo unspecified) | 1% | -11% | ·
CSc1sc(-c2nnc(SCC(=O)Nc3ccccc3)n2C)c2c1C=CCC2 | 4% | ? | 3%
CCN(CC)C(=O)c1cnn(-c2ccc(F)cc2)c1-n1cccc1 | 11% | · | 3%
O=[N+]([O-])c1ccccc1S(=O)(=O)Oc1ccc(/C=N/n2cnnc2)cc1 | -2% | ? | 6%
CC(C(=O)NCc1ccc(Cl)cc1)n1ccc2cc(S(=O)(=O)N3CCCC3)ccc21 (stereo unspecified) | -6% | ? | 3%
CN(C(=O)c1ccccc1OCc1ccc(Cl)cc1)c1ccccc1 | -5% | ? | 7%
CC(=O)Nc1ccc(-c2csc(N/N=C\c3ccncc3)n2)cc1 | -18% | ? | ·
CC(C)(NC(=O)NC(CO)c1ccccc1)c1cccc(C(C)(C)NC(=O)NC(CO)c2ccccc2)c1 (stereo unspecified) | -3% | 3% | 0%
CC(=O)N1c2ccccc2C2(C)C(C1(C)C)C2(Cl)Cl (stereo unspecified) | -2% | ? | -3%
COc1ccc(-n2c(Cc3cccn3C)nnc2SCC(=O)Nc2ccc(C)c(Cl)c2)cc1 | -12% | ? | 0%
COc1cc(/C=C2/C(=N)N3C=CSC3=NC2=O)ccc1OCCCOc1c(C)cccc1C | 38%[activator] | ? | 7%
Cc1nc2sccn2c(=O)c1S(=O)(=O)Nc1cccc(Cl)c1C | -6%&-3% | ? | 0%[12.3 µM]
CC1CCN(CC(=O)Nc2nn(-c3ccccc3)nc2C(N)=O)CC1 | -1% | 0% | 8%
CC(=O)N[C@H]1[C@H](OCc2ccccc2F)O[C@H](COC(C)=O)[C@@H](OC(C)=O)[C@@H]1OC(C)=O | 20% | 2% | ·
COc1ccc(C(=O)Cn2cc([N+](=O)[O-])nc2C)cc1 | 17% | 11% | ·
O=S(=O)(c1ccccc1)c1nc(-c2ccccc2)oc1N1CCOCC1 | 3% | -4% | 0%
O=C(NC(=S)Nc1ccccc1N1CCOCC1)c1cccc([N+](=O)[O-])c1 | -9% | -28% | 8%
CCOc1ccc(NC(=O)NCCCSC2CCCCC2)cc1 | 0% | ? | 3%
COc1ccc(Nc2nnc(SCC3CCCCO3)s2)cc1 (stereo unspecified) | 0% | -3% | 6%
COc1ccc(S(=O)(=O)N2CCOC2CNC(=O)C(=O)NCCCc2ccccc2)cc1 (stereo unspecified) | -4% | ? | 4%
CCC(C)[C@H](N)c1nnc(SCC(=O)Nc2ccc(C)cc2C)o1 (stereo partly specified) | -1% | 21% | 4%
CCN(CC(=O)NCCC1=CCCCC1)S(=O)(=O)c1ccccc1 | 1% | ? | ·
COc1ccc(OC)c(N(CC(=O)NC2CC3CCC2C3)S(=O)(=O)c2ccccc2)c1 (stereo unspecified) | -2% | ? | ·
O=C(c1ccccc1)c1ccc(OCC(O)CNCc2ccc(Cl)cc2)cc1 (stereo unspecified) | -1% | ? | ·
COC(=O)c1ccc(Cl)c(NC(=O)CSc2ncn[nH]2)c1 | -4% | -8% | 4%
COC(=O)c1ccc2nc(C)c(C)nc2c1 | -2% | 1% | -2%

New compounds follow
SMILES | GCN5L2 inh | DT40 TDP1 no CPT | TDP1 block
CCCNC(=O)CSc1cn(CC(=O)N2CCCCCC2)c2ccccc12 | -8% | -22% | 3%
CCCCC(CC)COC(=O)CC(C(=O)OCC(CC)CCCC)S(=O)(=O)O (stereo unspecified) | ? | ? | 10%
CCc1ccc(CNC(=O)c2ccc(OC3CCN(C(=O)COC)CC3)cc2)nc1 | ? | ? | 2%
CCOC(=O)c1noc2ncnc(Nc3cccc(C(F)(F)F)c3)c12 | -3% | -24% | 7%
CCCn1cnc2cc(NC(=O)c3ccco3)ccc21 | 1% | 8% | 1%
COc1ccc(CNCC(=O)Nc2cccc(S(N)(=O)=O)c2)cc1 | -5% | -1% | 3%
Cc1ccc(Cl)cc1-n1ncc2c(Nc3cccc(C)c3C)ncnc21 | -2% | 16µM* | 10%
COC(=O)C1=C(C(=O)OC)SC(=C2C(=S)C(C)(C)N(C(=O)C3CC3)c3ccccc32)S1 | -1% | ? | 14%
Cc1cc(C)cc(NC(=O)c2cc(C)n(Cc3cccs3)c2C)c1 | 2% | 18µM* | -4%
O=S(=O)(Nc1cccc(S(=O)(=O)N2CCCC2)c1)c1ccc(Cl)cc1 | 3% | 2% | 0%
Cc1cccc2cc(-c3ccccc3)c(-c3ccccc3)c[n+]12 | 0% | 7.3µM* | 8%
O=C(CN1CCCC1)NC(=O)NC1CCCC1 | -5% | 1% | 6%
CCOc1ccc2nc(SCC(=O)NC(=O)NCc3ccco3)[nH]c2c1 | 0% | -22% | 3%
Cc1ccccc1Nc1nc(N)nc(CSCC(=O)Nc2cccc(Br)c2)n1 | -4% | 16µM* | 3%
Cc1c(NC(=O)c2cc(-c3cccs3)on2)c(=O)n(-c2ccccc2)n1C | -5% | -14% | -5%
O=C(O)COc1ccc(/C=C/C(=O)c2ccc(C3CCCCC3)cc2)cc1 | ? | 18µM* | ·
COc1ccc(NC(=O)CN(C)C(=O)c2cccc(S(=O)(=O)N3CCN(Cc4ccccc4)CC3)c2)cc1 | -33% | 12µM* | 6%
O=C(CSc1ncnc2c1cnn2-c1ccc(F)cc1)NCc1ccc2c(c1)OCO2 | -7% | -2% | -3%

Only part of the results is shown, so the mix of outcomes need not match the whole.
